OPRM1-OPRD1 ag – OPRM1-OPRD1 heterodimerization agonism; P35372+P41143; cells, luminescence; 340,000 tested, 0.3% active; activation, % at 9.3 µM; in the data active = activation above about 18%;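 note: 0% = vehicle-treated cells and 100% = reference agonist; values of inactives mirror those of a sister screen read the other way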
C-LANA FP – blocks KSHV LANA C-terminal domain binding to DNA | MBP-C-LANA/FAM-LBS DNA binding, fluorescence polarization | inhibition, % at 9 µM | 340,000 tested, 0.078% active | AID 504423;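 active = highest replicate inhibition at or above 60% at 9 µM, even if other replicates fall short; inactive = all replicates below 60% inhibition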;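 note: 0% = neutral control wells and 100% = 4 µM acridine orange control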
HTR5A ag ctr – HTR5A agonism, opioid heterodimer counter-screen | P47898 | HTR5A agonist assay, luminescence, cell-based | activation, % at 9.3 µM | 340,000 tested, 0.61% active; in the data active = activation mostly above about 9.5%, no sharp cut-off; inactive = mostly below about 7.6%;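 note: 0% = cells with vehicle only and 100% = reference agonist; strong numbers were not always called active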
Target sequence (P47898 whole entry, looked up): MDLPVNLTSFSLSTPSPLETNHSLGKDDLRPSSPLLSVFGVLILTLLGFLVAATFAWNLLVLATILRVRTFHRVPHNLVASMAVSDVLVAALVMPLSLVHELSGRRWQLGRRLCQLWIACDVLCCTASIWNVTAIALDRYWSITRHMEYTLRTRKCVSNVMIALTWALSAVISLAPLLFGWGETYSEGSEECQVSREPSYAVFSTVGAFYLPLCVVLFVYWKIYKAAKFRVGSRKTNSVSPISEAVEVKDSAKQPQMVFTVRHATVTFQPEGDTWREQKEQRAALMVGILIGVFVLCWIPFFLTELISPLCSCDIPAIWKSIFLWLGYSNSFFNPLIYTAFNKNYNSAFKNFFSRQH
Keap1 Nrf2 FP – inhibitors of human Keap1-Nrf2 protein-protein interaction; Keap1 Kelch-Nrf2 peptide fluorescence polarization, 1536-well; Q14145; inhibition, % at 9.4 µM; 340,000 tested, 0.15% active; in the data active = inhibition above about 12%;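 note: human Keap1 Kelch domain with fluorescein labeled Nrf2 9mer peptide probe; 0% = neutral control wells and 100% = peptide positive control; higher means more block of Keap1 binding to Nrf2 peptide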
Target sequence (Q14145 whole entry, looked up, the tested form may be a part): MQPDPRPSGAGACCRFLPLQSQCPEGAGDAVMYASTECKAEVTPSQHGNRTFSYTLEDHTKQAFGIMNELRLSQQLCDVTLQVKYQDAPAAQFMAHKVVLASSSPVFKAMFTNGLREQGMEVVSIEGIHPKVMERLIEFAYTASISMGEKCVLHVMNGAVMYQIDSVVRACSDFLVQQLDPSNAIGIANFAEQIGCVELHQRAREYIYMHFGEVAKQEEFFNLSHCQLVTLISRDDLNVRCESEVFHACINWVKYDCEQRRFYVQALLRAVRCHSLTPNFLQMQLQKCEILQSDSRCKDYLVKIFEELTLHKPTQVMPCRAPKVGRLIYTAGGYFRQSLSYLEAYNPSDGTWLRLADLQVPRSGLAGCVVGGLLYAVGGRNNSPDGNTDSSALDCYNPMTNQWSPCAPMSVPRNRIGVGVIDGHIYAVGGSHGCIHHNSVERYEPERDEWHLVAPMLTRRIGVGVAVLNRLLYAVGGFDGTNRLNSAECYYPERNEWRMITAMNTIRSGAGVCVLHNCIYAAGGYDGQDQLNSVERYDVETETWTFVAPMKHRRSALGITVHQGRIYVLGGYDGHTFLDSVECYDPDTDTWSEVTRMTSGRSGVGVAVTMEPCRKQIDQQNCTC
RTF Ca sens inh – cardiac RTF calcium desensitization | P19429+P45379 | IANBD-labeled cardiac RTF, Ca2+ fluorescence | AID 493244 | inhibition, % at 7.15 µM | 340,000 tested, 0.12% active;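 active = inhibition above the mean inhibition of all tested compounds plus 3 SD, cut at about 17% in these data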;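 note: assay run at fixed EC70 calcium of 1.6 mM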
HTR5A inv ctr – counter-screen for OPRM1-OPRD1 inverse agonists: human HTR5A inverse agonism; P47898; HTR5A cell line, luminescence; inhibition, % at 9.3 µM; 340,000 tested, 0.083% active; in the data active = inhibition mostly above about 23%, no sharp cut-off; inactive = mostly below about 18%;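 note: 0% = cells with DMSO and 100% = no-cell wells with DMSO; some compounds called inactive have numbers as strong as hits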
V-ATPase pHluor – yeast V-ATPase proton transport regulation by pHLuorin; S. cerevisiae, pHLuorin cytosolic pH fluorescence; response, % at 10 µM; 350,000 tested, 0.37% active; in the data active = response mostly above about 7.3%, no sharp cut-off; inactive = mostly below about 5.4%; note: actives read high; inactives centre near 0; some compounds called inactive have numbers as strong as hits; reference of the scale not given here
MOR-DOR inv ag – mu-delta opioid heterodimer inverse agonism. 340,000 tested, 0.21% active. cell-based MOR-DOR heterodimer luminescence. inhibition, % at 9.3 µM. AID 504357; in the data active = inhibition above about 22%, passing the limit was not always enough;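 note: 0% = cells with DMSO and 100% = wells without cells with DMSO; values of inactives mirror those of a sister screen read the other way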
CAL PDZ FP – CAL PDZ (human) peptide binding inhibition; purified CAL PDZ, TMR-peptide fluorescence polarization, 1 h; inhibition, % at 24.9 µM; 300,000 tested, 0.92% active; AID 602252;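 active = mean inhibition of at least 30% with at least half of replicates also reaching 30%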;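 note: 0% = DMSO neutral control and 100% = excess unlabeled competitor peptide PRC23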
RTF Ca sens act – cardiac RTF calcium sensitization. IANBD-labeled TnC RTF fluorescence at EC20 calcium; 0% EC20 calcium, 100% full calcium. 340,000 tested, 0.24% active. AID 493008. activation, % at 7.2 µM. P19429+P45379;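 active = activation above the mean over all tested compounds plus 3 SD, cut at about 30% in these data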;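 note: rise in fluorescence read as greater calcium sensitivity of cardiac thin filaments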
* hit, by the source's call; nt = not tested or not shown.

SMILES	OPRM1-OPRD1 ag	C-LANA FP	HTR5A ag ctr	Keap1 Nrf2 FP	RTF Ca sens inh	HTR5A inv ctr	V-ATPase pHluor	MOR-DOR inv ag	CAL PDZ FP	RTF Ca sens act
COc1ccccc1CNC(=O)COC(=O)c1ccccn1	-3.3	0.1	-3	1	-15	16	-2	16	-4	-3
Nn1c(SC/C=C/c2ccccc2)nnc1-c1ccco1	0.7	0.1	0	-5	-13	0	18*	-4	30	-1
Cc1cccn2c(NCc3ccc4c(c3)OCO4)c(-c3ccc(O)cc3)nc12	1.5	-0.7	1	6	-4	-4	12	-9	1	-2
CC(C)=CCC[C@](C)(O[C@@H]1O[C@H](CO[C@@H]2OC[C@H](O[C@@H]3OC[C@@H](O)[C@H](O)[C@H]3O)[C@H](O)[C@H]2O)[C@@H](O)[C@H](O)[C@H]1O)C1CC[C@]2(C)C1[C@H](O)CC1[C@@]3(C)CC[C@H](O)C(C)(C)C3[C@@H](O)C[C@]12C (stereo partly drawn)	-0.9	1.9	2	-2	3	-7	-1	5	-1	2
COc1ccc(C2=NO[C@@H]3C(=O)N(C4CCCCC4)C(=O)[C@H]23)cc1OC	1.0	0.2	6	-3	-8	13	3	-5	nt	-2
c1ccc(-c2cc(N3CCCCC3)c3ccccc3n2)cc1	8.3	-1.1	2	0	-4	23	0	-40	-5	-4
C/C(=C\C(=O)c1ccc(Br)cc1)NCc1ccccc1	-0.9	0.0	0	-1	-9	1	-1	4	0	1
COC(=O)C(Cc1cnc(Cl)s1)(C(=O)OC)c1ccccc1[N+](=O)[O-]	3.4	0.2	2	-1	4	-14	-1	-18	0	-2
Cc1cc(C)c(OCCCCCNCCO)c(C)c1	-2.9	-2.1	6	-5	-7	19	1	13	-2	5
Cc1cccc(C)c1NC(=O)C1(NC(=O)C2CCC(=O)N2)CCCCC1 (stereo not drawn)	-2.2	-0.2	1	-2	-11	-15	2	11	2	-2
COC(=O)C1=C(C)N(Cc2ccc(C)cc2)C(=O)/C1=C\c1cc(OC)c(OC)c(OC)c1	1.2	-0.7	4	-13	8	10	-4	-6	0	-9
COc1ccc(NC(=O)N2CCOCC2)cc1	-1.2	0.9	3	-1	-2	7	7	6	nt	3
CN(c1ccccc1)S(=O)(=O)c1cccc(NC(=O)Cc2n[nH]c(=O)c3ccccc23)c1	1.5	-0.4	0	3	-4	-1	-2	-6	-1	-1
Cn1c(CC(=O)NNC(=O)c2ccc(F)cc2Cl)nc2ccccc21	-0.3	2.4	-4	-1	-5	10	-4	1	-2	7
Cc1cccc(CN2C(=O)NC(c3ccccc3)(c3ccccc3)C2=O)c1	4.2	-0.3	0	-6	-14	-23	-1	-22	0	-3
NC(=O)c1ccsc1NC(=O)COC(=O)Cc1ccccc1Cl	-0.2	0.6	-2	0	1	11	-4	1	5	-1
CC(C)c1nnc(NC(=O)C2CCCN2C(=O)Nc2ccccc2F)s1 (stereo not drawn)	-1.0	1.6	-2	0	-13	5	0	6	-2	11
Cc1cc(C)cc(NC(=O)CN2CCN(c3ccccc3)CC2)c1	5.3	0.6	0	2	-8	1	0	-25	-4	-4
N/C(=N\OC(=O)c1cccc2ccccc12)c1cccc([N+](=O)[O-])c1	6.8	2.9	3	-5	-2	-1	3	-37	-2	-5
C=CCn1c(SCC(=O)Nc2ccc(N3CCOCC3)cc2)nnc1-c1ccncc1	-1.9	0.0	6	2	-2	-16	6	12	6	-9
CN(CC(=O)Nc1cccc(F)c1)CC(=O)Nc1cccc2ccccc12	1.6	-2.7	-2	0	-4	2	-1	-6	7	-1
COc1ccc(NC(=O)N(CCCN2CCOCC2)Cc2cccnc2)c(OC)c1	-0.6	-0.5	2	-4	-9	-6	-5	3	nt	4
CCOC(=O)NC1(C(F)(F)F)NC(=O)N(C2CCCCC2)C1=O (stereo not drawn)	-1.8	-1.2	-3	-5	-1	7	0	10	-2	1
CC(Sc1ccc(Cl)cc1)C(=O)NNC(=O)c1ccccc1O (stereo not drawn)	-0.5	-0.3	3	1	-7	-11	-1	3	5	3
Cc1ccc(/C=N/c2sc(Cc3ccccc3)c(C)c2C(N)=O)o1	-1.1	0.6	5	-3	-34	-33	0	6	2	10
O=S(=O)(NCC(c1cccnc1)N1CCN(Cc2ccccc2)CC1)c1ccc(Cl)cc1 (stereo not drawn)	-0.2	-0.2	6	-1	-1	5	1	1	-2	1
Cc1ccc(C)c(N2CCN(C(=O)c3cc4ccccc4oc3=O)CC2)c1	-1.1	-0.6	-1	-1	-6	10	0	6	nt	2
COc1ccc(C(C(=O)NC(C)(C)C)N(CCc2ccccc2)C(=O)CCC(=O)Nc2cc(C)on2)cc1 (stereo not drawn)	3.5	2.7	4	1	-15	-29	-2	-29	-1	-5
CCOC(=O)c1n[nH]n2c1nc(=S)c1ccccc12	-4.3	-0.6	1	-1	-4	-2	-1	22	-2	3
CS(=O)(=O)N(CC(O)Cn1c2ccccc2c2ccccc21)c1cccc2ccccc12 (stereo not drawn)	8.8	1.1	-2	6	-4	-27	-2	-50	2	-6
COC(=O)c1cccc(NC(=S)N2CCOCC2)c1	-3.3	0.1	-4	-1	-2	-3	-1	16	1	0
COc1ccc(Cc2nnc(Cl)c3ccccc23)cc1OC	-2.4	0.4	5	6	-2	-20	2	12	-4	-2
CC12CN(C(=O)c3ccc(Cl)cc3)C3(C#N)CC1CCC23C (stereo not drawn)	-3.2	-0.5	6	-1	-3	-15	-1	15	nt	0
CCN(c1ccccc1)S(=O)(=O)c1ccc(C(=O)Oc2ccc(C(C)=O)cc2)cc1	-0.4	0.8	-1	-7	-1	-16	-2	2	-6	-4
COCCNC(=O)c1onc(CSc2cc(C)cc(C)c2)c1C(=O)NCCOC	0.0	1.0	0	2	-3	-6	-5	0	-3	-5
COc1ccc(CN2C=C3C(=O)C(C)(OC(=O)CCc4ccccc4)C(=O)C=C3C=C2c2ccc(C#N)cc2)cc1 (stereo not drawn)	4.0	1.3	6	-9	-6	0	1	-22	-1	-5
O=C(C[n+]1ccccc1)Nc1cc(C(F)(F)F)ccc1Cl	0.3	-0.1	5	0	4	4	-1	-2	-6	3
CN(CC(=O)Nc1cccc(F)c1)C(=O)c1ccc2c(c1)NC(=O)CS2	-0.6	0.8	3	-2	0	14	1	2	0	1
O=C(NNC(=O)c1sccc1-n1cccc1)Nc1ccccc1	-1.1	-0.2	-5	4	-11	14	7	5	6	2
Cc1c(C(=O)Nc2ccc(Cc3ccncc3)cc2)cccc1[N+](=O)[O-]	-0.1	-4.0	1	1	-3	-4	3	1	-1	3

Entries of single compounds as entered above. Screens in order: OPRM1-OPRD1 ag, C-LANA FP, HTR5A ag ctr, Keap1 Nrf2 FP, RTF Ca sens inh, HTR5A inv ctr, V-ATPase pHluor, MOR-DOR inv ag, CAL PDZ FP, RTF Ca sens act
COC(=O)C1=C(C)N(Cc2ccc(C)cc2)C(=O)/C1=C\c1cc(OC)c(OC)c(OC)c1 reads 1.2, -0.7, 4, -13, 8, 10, -4, -6, 0, -9
O=C(NNC(=O)c1sccc1-n1cccc1)Nc1ccccc1 reads -1.1, -0.2, -5, 4, -11, 14, 7, 5, 6, 2

(further entries)
SMILES	OPRM1-OPRD1 ag	C-LANA FP	HTR5A ag ctr	Keap1 Nrf2 FP	RTF Ca sens inh	HTR5A inv ctr	V-ATPase pHluor	MOR-DOR inv ag	CAL PDZ FP	RTF Ca sens act
COc1ccc(CCNC(=O)COC(=O)Cc2cccc3ccccc23)cc1	-1.5	-0.1	-4	-1	-1	30	-3	8	-2	-1
COC(CN1C(=O)C(O)=C(C(C)=O)C1c1ccccn1)OC (stereo not drawn)	-0.3	0.4	0	-5	3	8	-3	2	-6	6
CCOC(=O)CNC(=O)CSc1ccc2nnc(-c3cccnc3)n2n1	0.8	0.8	2	-3	-12	-6	1	-4	-2	3
CCSc1nnc(-c2ccc(S(=O)(=O)NCc3cccs3)cc2)o1	1.2	-0.8	0	-3	-2	0	0	-7	-5	-2
Cc1ccccc1-c1ccc(=O)n(CC(=O)Nc2ccc(N3CCOCC3)cc2)n1	-1.6	1.9	-3	-5	-1	1	2	9	-2	-6
COc1ccc(C(=O)/C(C#N)=N/Nc2ccc([N+](=O)[O-])cc2)cc1	-0.6	1.2	2	-4	-6	3	1	3	9	6
COC(=O)N/N=C/c1ccc(OCCSc2ccc(Cl)cc2)c(OC)c1	2.6	-1.4	-1	-1	-12	-14	1	-14	-3	2
O=C(O)CC(SCC(=O)Nc1ccc(Br)cc1)C(=O)O (stereo not drawn)	-2.4	1.0	0	2	0	-5	1	12	2	-6
COc1ccc(OCC(=O)Nc2c(C(=O)N(CCN(C)C)Cc3ccco3)oc3ccccc23)cc1	-1.1	-1.3	0	-2	-4	0	-2	6	-2	2
O=C(c1cccc(Cl)c1)N1CCC(=O)N(C(COCc2cccc(Cl)c2)Cc2ccccc2)CC1 (stereo not drawn)	4.9	0.9	0	0	0	-5	0	-27	-2	3
CC(=O)Nc1ccc(C2=NN(Cc3nnc(-c4ccccc4)o3)C(=O)SC2)cc1	1.7	0.9	-4	-4	1	12	1	-9	-2	6
CCCCn1c(N)c(N(CCOC)C(=O)c2cc(C)oc2C)c(=O)[nH]c1=O	-1.1	1.3	-3	1	-11	10	0	7	-8	1
COc1cc(C(=O)Oc2ccccc2/C=N/NC(=O)c2ccc(C)cc2)cc(OC)c1OC	-1.1	0.1	-2	-2	6	16	5	6	-7	4
Cc1ccc(SC[C@H](C)CN2CC[C@H](C(C)(C)C)CCC2=O)cc1	0.0	4.9	2	0	1	2	-1	0	-2	1
CCOCCCNC(=O)c1ccccc1SCC	-0.7	1.9	3	-1	2	12	4	4	-3	3
COc1cc(NC(=O)CCc2c(C)nn(-c3ccc(N4CCOCC4)nn3)c2C)cc(OC)c1OC	-1.9	-0.2	-4	0	-8	14	-3	10	-1	2
Cn1c(=O)n(C)c2cc(CN3C(=O)OC(C)(C)C3(C)O)ccc21 (stereo not drawn)	0.4	-1.5	-1	-3	-8	3	-1	-2	nt	-1
N#Cc1c(NC(=O)C2CCCO2)sc2c1CCCCC2 (stereo not drawn)	0.7	0.0	2	2	3	-9	-1	-4	nt	4
CCCCOC(=O)c1ccc(NC(=O)COC(=O)c2ccc3ncsc3c2)cc1	1.0	0.5	0	-2	4	-14	-1	-4	-2	2
CCOC(=O)c1cn[nH]c1NC(=S)Nc1ccccc1	-0.5	1.3	-4	-2	-4	-14	-1	2	nt	0
CC(=O)Nc1cccc(/C(C)=N/NC(=S)NC(C)C)c1	0.1	1.0	0	-4	-2	26	4	0	-12	-1
COc1cc(CC(=O)OCC(=O)NC2CCCCCC2)cc(OC)c1OC	-3.6	1.1	3	-1	1	-12	0	18	-4	0
Cc1nnc(-n2ncc(C#N)c2N)c2nn(-c3cccc(Cl)c3)c(C)c12	-2.6	2.6	5	-4	-2	-14	1	13	4	-4
O=C1c2oc3ccc(F)cc3c(=O)c2C(c2cccc(O)c2)N1CCCN1CCOCC1 (stereo not drawn)	1.3	-1.0	4	6	-17	-10	0	-7	nt	14
CC1CN=C(N(C(=O)Nc2ccccc2)c2ccc(S(=O)(=O)N3CCOCC3)cc2)S1 (stereo not drawn)	-2.9	-1.5	4	-2	-11	-10	4	14	-5	-1
O=C(CSc1nnc(-c2ccc(Cl)cc2)o1)NNC(=O)c1ccncc1	-0.2	1.7	-5	-4	6	13	1	1	-2	14
c1ccc(CN2CCOCC2)cc1	-1.8	0.3	-2	-4	-3	-8	3	10	-1	2
CC(=O)c1cccc(NC(=O)/C(=C\c2cccnc2)NC(=O)c2ccccc2)c1	-1.9	-1.3	-2	-8	1	-17	4	12	-2	-3

Screening results deposited in PubChem BioAssay by several laboratories.
